Assay outcomes deposited in PubChem BioAssay by several laboratories.
HT29 cell growth-1: HT29 colon tumor cell growth inhibition, primary screen, imaging, high content imaging, 24 h, CellTiter-Glo (AID 770); 3,300 tested, under 10 active; growth inhibition, % at 10 µM; HT29 cell number by imaging, 24 h; active compounds read high;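 active means growth inhibition above 90% in viable cell count at a single dose; inactive means growth inhibition below 90%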
AID364: cytotoxicity toward Jurkat T cells, primary screen, cell-based, Jurkat E6.1, NIH starter set (AID 364); Jurkat E6.1 viability, ATP luminescence, 48 h; higher % means a stronger effect; one-dose inhibition, % at 4 µM; CC50 in µM for titrated hits; 3,300 compounds, 2% hits;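 active means concentration giving half-maximal inhibition at or below 20 micromolar; inactive means half-maximal concentration above 20 micromolar, or not dose tested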;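 further: 100% = cells treated with 4 µM doxorubicin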
A549 NSCLC growth: A549 NSCLC cell proliferation inhibitors – ATP luminescence, human non-small cell lung line, primary screen (AID 371); A549 growth inhibition, ATP luminescence; active compounds read high; growth inhibition, % at 10 µM; 3,300 compounds, 8.4% hits;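 active means mean growth inhibition over the two runs of 50% or more; inactive means mean growth inhibition under 50%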;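 further: compound exposure lasted 72 h before the ATP read; 0% = untreated cell signal and 100% = no luminescence left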
HT29 cell growth-2: HT29 colon tumor cell growth inhibition, primary screen, imaging, high content imaging, 48 h, CellTiter-Glo (AID 771); HT29 cell growth, HCS imaging cell count, 48 h; active compounds read high; growth inhibition, % at 10 µM; 3,300 compounds, 2% hits;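 active means growth inhibition above 90%, meaning viable cell count by imaging cut by more than 90% versus vehicle controls; inactive means growth inhibition below 90%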;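 further: percent fewer viable cells counted by imaging than vehicle controls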
AID772: HT29 colon tumor cell growth inhibition, primary screen, imaging, high content imaging, 72 h, CellTiter-Glo (AID 772). HT29 cell growth, HCS imaging cell count, 72 h; active compounds read high. growth inhibition, % at 10 µM. 3,300 compounds, 0.6% hits;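 active means growth inhibition above 90%, meaning viable cell count cut by more than 90% versus vehicle controls; inactive means growth inhibition below 90%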
HT29 cell growth-1 condensed nuclei: recorded beside HT29 cell growth-1, whose call it bears; condensed nuclei, %; measured here: percent cells with condensed nuclei;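 share of cells whose nuclear area falls below control median minus 1.5 SD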
HT29 cell growth-1 ATP viability: second read-out of HT29 cell growth-1, no call of its own (marks repeat the call); growth inhibition, %; measured here: ATP CellTiter-Glo viability
HT29 cell growth-2 condensed nuclei: recorded beside HT29 cell growth-2, whose call it bears; condensed nuclei, %; measured here: percent cells with condensed nuclei;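 condensed means Hoechst nuclear area under control median minus 1.5 SD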
HT29 cell growth-2 ATP viability: recorded beside HT29 cell growth-2, whose call it bears; growth inhibition, %; measured here: ATP CellTiter-Glo viability inhibition
AID772 condensed nuclei: further read-out of AID772, marked with its call; condensed nuclei, %; measured here: percent cells with condensed nuclei;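 condensed means nuclear area below control median minus 1.5 SD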
AID772 second: also measured in AID772; calls as there; growth inhibition, %; measured here: ATP CellTiter-Glo viability
* = called active by the depositor; . = no result given.

#1 Cc1nc2sc3c(NCc4ccco4)ncnc3c2c2c1COC(C)(C)C2
#2 Cc1cnc(NC(=O)C2=C(O)c3ccccc3S(=O)(=O)N2C)s1
#3 C=CCn1c(-c2ccccc2)n[nH]c1=S
#4 COC(=O)c1cc(OC)c(OC)cc1N
#5 O=C(OCCN1CCOCC1)c1ccc2c(c1)OCCO2
#6 O=C(Nc1ccc2c(c1)OCCO2)c1ccc(Br)o1
screen / no.,1,2,3,4,5,6
HT29 cell growth-1,9,8,-32,6,-9,38
HT29 cell growth-1 condensed nuclei,1.6,3.9,2.4,1.3,4.8,4.0
HT29 cell growth-1 ATP viability,-4,-21,-17,-5,2,11
AID364,17%,-6%,-1%,-2%,-9%,10%
A549 NSCLC growth,27,6,-4,4,-1,19
HT29 cell growth-2,10,3,-22,-10,-32,38
HT29 cell growth-2 condensed nuclei,2.1,2.3,2.9,1.4,6.1,2.2
HT29 cell growth-2 ATP viability,4,.,-24,6,9,1
AID772,-34,26,-10,14,16,38
AID772 condensed nuclei,3,1,5,16,9,7
AID772 second,-29,-26,7,20,-15,-27

Reprinted from the part before: 3 entries, then new ones.
#4 COC(=O)c1cc(OC)c(OC)cc1N
#5 O=C(OCCN1CCOCC1)c1ccc2c(c1)OCCO2
#6 O=C(Nc1ccc2c(c1)OCCO2)c1ccc(Br)o1
#7 Cc1cccc(OCC(=O)N2CCC(N3CCOCC3)CC2)c1
#8 CC12CCC(=O)N1c1c(sc3nc(N4CCOCC4)c4c(c13)CCCC4)C(=O)N2 (stereo unspecified)
#9 CCOC(=O)c1ccc(N=Cc2nc(-c3ccccc3)oc2OC(C)=O)cc1
#10 COc1cccc(C(=O)OC2CCCN(C)C2)c1 (stereo unspecified)
#11 CCCCNc1cc(C(=O)O)cc(S(N)(=O)=O)c1Oc1ccccc1
#12 CC(C)C1Cc2c(sc3c2c(=O)n(Cc2ccccc2)c2nncn32)CO1 (stereo unspecified)
#13 CN1CCc2nc(SCC(=O)Nc3ccc(Cl)cc3)c(C#N)cc2C1
#14 Clc1ccc(-n2ncc3c(NCCCn4ccnc4)ncnc32)cc1
screen / no.,4,5,6,7,8,9,10,11,12,13,14
HT29 cell growth-1,6,-9,38,-9,27,-11,5,26,31,22,-7
HT29 cell growth-1 condensed nuclei,1.3,4.8,4.0,0.9,4.3,2.2,2.2,2.2,5.7,2.4,8.0
HT29 cell growth-1 ATP viability,-5,2,11,-13,6,-8,4,-8,11,10,-1
AID364,-2%,-9%,10%,3%,-8%,0%,-5%,11%,6%,3%,0%
A549 NSCLC growth,4,-1,19,3,4,55*,3,-5,25,34,9
HT29 cell growth-2,-10,-32,38,-32,8,38,20,25,5,67,28
HT29 cell growth-2 condensed nuclei,1.4,6.1,2.2,0.9,2.1,3.8,1.3,2.4,4.0,2.4,5.5
HT29 cell growth-2 ATP viability,6,9,1,-31,-8,-15,14,.,-14,71,-7
AID772,14,16,38,40,79,7,-88,-9,15,54,28
AID772 condensed nuclei,16,9,7,4,2,12,3,2,3,17,6
AID772 second,20,-15,-27,17,56,-18,-31,0,-43,56,-4

A second format for two compounds above.
item | Compound | HT29 cell growth-1 | HT29 cell growth-1 condensed nuclei | HT29 cell growth-1 ATP viability | AID364 | A549 NSCLC growth | HT29 cell growth-2 | HT29 cell growth-2 condensed nuclei | HT29 cell growth-2 ATP viability | AID772 | AID772 condensed nuclei | AID772 second
12 | CC(C)C1Cc2c(sc3c2c(=O)n(Cc2ccccc2)c2nncn32)CO1 (stereo unspecified) | 31 | 5.7 | 11 | 6% | 25 | 5 | 4.0 | -14 | 15 | 3 | -43
7 | Cc1cccc(OCC(=O)N2CCC(N3CCOCC3)CC2)c1 | -9 | 0.9 | -13 | 3% | 3 | -32 | 0.9 | -31 | 40 | 4 | 17

Not all compounds are listed (hit frequency here may not be typical).
